# HePTP inhibitor = human HePTP phosphatase inhibition; recombinant HePTP phosphatase activity, OD absorbance; inhibition, % at 20 µM; 110,000 tested, 0.64% active; AID 521; in the data active means inhibition above about 50%;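 further: plate controls were vehicle for no effect and reference inhibitor for full effect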
# Target sequence (P35236 whole entry, looked up): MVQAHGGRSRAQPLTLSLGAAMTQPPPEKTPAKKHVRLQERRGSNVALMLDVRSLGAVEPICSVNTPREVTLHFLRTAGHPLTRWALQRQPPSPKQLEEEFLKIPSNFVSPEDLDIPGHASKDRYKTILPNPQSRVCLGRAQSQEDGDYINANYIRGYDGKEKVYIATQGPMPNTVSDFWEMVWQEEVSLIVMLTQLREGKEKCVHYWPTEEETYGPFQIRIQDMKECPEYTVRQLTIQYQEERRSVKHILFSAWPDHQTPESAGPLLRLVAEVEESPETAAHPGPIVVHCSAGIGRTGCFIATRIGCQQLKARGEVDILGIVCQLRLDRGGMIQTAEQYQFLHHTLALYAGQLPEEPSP
# BAP1 inh = inhibitors of human BAP1 deubiquitinase. recombinant BAP1, Ub-AMC hydrolysis fluorescence kinetic; stronger effect = lower value. activity remaining (% of control), % at 20 µM. 72,000 tested, 0.48% active. AID 436;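 active means activity remaining at or below 50% of control, provided the compound also passes the data quality filters; inactive means the rest, including low values that fail the filters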;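 further: 100% = DMSO wells rate and 0% = substrate alone blank rate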
# Target sequence (Q92560 whole entry, looked up): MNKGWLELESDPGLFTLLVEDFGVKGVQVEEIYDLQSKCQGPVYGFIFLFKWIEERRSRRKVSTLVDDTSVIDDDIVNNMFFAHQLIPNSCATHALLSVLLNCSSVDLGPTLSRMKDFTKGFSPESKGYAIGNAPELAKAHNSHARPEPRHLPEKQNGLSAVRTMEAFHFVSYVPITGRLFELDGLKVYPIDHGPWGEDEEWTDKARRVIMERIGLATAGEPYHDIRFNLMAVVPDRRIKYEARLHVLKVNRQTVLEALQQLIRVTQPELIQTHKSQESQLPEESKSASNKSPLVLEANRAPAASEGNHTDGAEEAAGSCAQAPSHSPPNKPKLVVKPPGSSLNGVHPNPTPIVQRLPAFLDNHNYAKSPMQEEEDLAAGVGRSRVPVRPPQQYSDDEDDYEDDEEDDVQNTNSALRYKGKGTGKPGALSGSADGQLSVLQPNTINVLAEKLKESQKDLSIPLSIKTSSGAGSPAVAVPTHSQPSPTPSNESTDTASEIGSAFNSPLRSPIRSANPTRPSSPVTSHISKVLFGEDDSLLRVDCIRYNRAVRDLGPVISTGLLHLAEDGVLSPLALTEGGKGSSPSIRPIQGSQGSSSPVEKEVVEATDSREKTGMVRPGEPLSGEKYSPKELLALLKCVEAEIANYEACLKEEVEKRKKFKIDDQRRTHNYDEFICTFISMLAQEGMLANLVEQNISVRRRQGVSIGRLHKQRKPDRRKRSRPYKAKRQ
# An asterisk follows results filed as active; . = not tested or not shown; & = joins results of further samples.
no.	smiles	HePTP inhibitor	BAP1 inh
1	COC(=O)c1ccc(NC(=O)CSc2nnc(CNc3ccc(F)cc3)n2C)cc1	4.6	112.3
2	CCOC(=O)c1ccc(S(=O)(=O)N2CCN(CCC#N)CC2)cc1	-0.1	106.6
3	CCOC(=O)CNC(=O)CSc1nnc(-c2ccco2)n1N	2.2	101.3
4	CCCOc1ccc(C(=O)Nc2ccc(N(CC)CC)cc2)cc1	-12.7	.
5	Cc1ccc(/C=C/C(=O)Nc2cccc([N+](=O)[O-])c2)o1	-7.2	.
6	Cc1cc(Cl)ccc1NC(=O)CCc1ccccc1	6.2	.
7	CN(C)c1ccc(C(=S)NCc2ccco2)cc1	-0.1	.
8	Cc1cccc(-c2c3c(=O)n(C)c(=O)n(C)c3cn2-c2ccccc2O)c1	3.6	55.1
9	CC(NC(=O)C1CCCCC1)C(c1cccs1)N1CCOCC1 (stereo unspecified)	-6.3	105.1
10	Cn1cccc1Cc1nnc(SCC(=O)N2CCCC2)n1CCc1ccccc1	7.7	88.5
11	c1ccc(Nc2nc(N3CCCCC3)nc(N3CCNCC3)n2)cc1	7.6	74.8
12	CCN(CC)CCn1c(SCC(=O)NCc2ccco2)nc2c(sc3ccccc32)c1=O	7.0	68.9
13	COc1ccc(NC(=O)c2cncc(Br)c2)c(S(=O)(=O)N2CCOCC2)c1	8.8	.
14	CCOC(=O)c1c(N)sc(NC(=O)c2ccc(C)cc2C)c1C	0.3	.
15	CCN=c1sc(C(=O)NCCc2ccccc2)cc(=O)n1CC	0.6	80.2
16	O=C(Nc1nnc(-c2ccc(F)cc2)s1)c1ccc(Cl)cc1Cl	5.8	.
17	COc1cc(Br)c(/C=C2\C(=O)NC(=O)N(c3ccc(C)cc3)C2=O)cc1OC	-1.4	.
18	COc1ccc(C(=O)Nc2ccc([N+](=O)[O-])cc2C)cc1	6.5	.
19	CCOc1ccc(N2C(=O)/C(=C/c3ccc(-c4cc([N+](=O)[O-])ccc4Cl)o3)C(=O)NC2=S)cc1	10.2	.
20	O=C(Nc1cccc(NC(=O)c2cccc3ccccc23)c1)c1cccc(Cl)c1	-0.7	.
21	COc1cccc(OCCn2ccnc2)c1	10.5&-24.6	153.5
22	O=C1C(=O)N(Cc2ccccc2)C(c2cccc(F)c2)/C1=C(/O)c1ccccc1 (stereo unspecified)	11.2	.
23	O=C(O)Cn1cc(C(=O)C2CC2)c2ccccc21	2.4	106.6
24	CSc1nc(N)c(C#N)c(-c2ccccc2)c1C#N	6.8	.
25	O=C1C(=O)N(C2CCCCC2)C(=O)N1C1CCCCC1	-2.0	.

# Part of the list above in order of molecular weight, ascending.
no.	smiles	HePTP inhibitor	BAP1 inh
21	COc1cccc(OCCn2ccnc2)c1	10.5&-24.6	153.5
23	O=C(O)Cn1cc(C(=O)C2CC2)c2ccccc21	2.4	106.6
7	CN(C)c1ccc(C(=S)NCc2ccco2)cc1	-0.1	.
24	CSc1nc(N)c(C#N)c(-c2ccccc2)c1C#N	6.8	.
5	Cc1ccc(/C=C/C(=O)Nc2cccc([N+](=O)[O-])c2)o1	-7.2	.
6	Cc1cc(Cl)ccc1NC(=O)CCc1ccccc1	6.2	.
25	O=C1C(=O)N(C2CCCCC2)C(=O)N1C1CCCCC1	-2.0	.
18	COc1ccc(C(=O)Nc2ccc([N+](=O)[O-])cc2C)cc1	6.5	.
3	CCOC(=O)CNC(=O)CSc1nnc(-c2ccco2)n1N	2.2	101.3
4	CCCOc1ccc(C(=O)Nc2ccc(N(CC)CC)cc2)cc1	-12.7	.
15	CCN=c1sc(C(=O)NCCc2ccccc2)cc(=O)n1CC	0.6	80.2
14	CCOC(=O)c1c(N)sc(NC(=O)c2ccc(C)cc2C)c1C	0.3	.
9	CC(NC(=O)C1CCCCC1)C(c1cccs1)N1CCOCC1 (stereo unspecified)	-6.3	105.1
11	c1ccc(Nc2nc(N3CCCCC3)nc(N3CCNCC3)n2)cc1	7.6	74.8
2	CCOC(=O)c1ccc(S(=O)(=O)N2CCN(CCC#N)CC2)cc1	-0.1	106.6
8	Cc1cccc(-c2c3c(=O)n(C)c(=O)n(C)c3cn2-c2ccccc2O)c1	3.6	55.1
16	O=C(Nc1nnc(-c2ccc(F)cc2)s1)c1ccc(Cl)cc1Cl	5.8	.
22	O=C1C(=O)N(Cc2ccccc2)C(c2cccc(F)c2)/C1=C(/O)c1ccccc1 (stereo unspecified)	11.2	.
20	O=C(Nc1cccc(NC(=O)c2cccc3ccccc23)c1)c1cccc(Cl)c1	-0.7	.
10	Cn1cccc1Cc1nnc(SCC(=O)N2CCCC2)n1CCc1ccccc1	7.7	88.5
1	COC(=O)c1ccc(NC(=O)CSc2nnc(CNc3ccc(F)cc3)n2C)cc1	4.6	112.3
17	COc1cc(Br)c(/C=C2\C(=O)NC(=O)N(c3ccc(C)cc3)C2=O)cc1OC	-1.4	.
13	COc1ccc(NC(=O)c2cncc(Br)c2)c(S(=O)(=O)N2CCOCC2)c1	8.8	.
12	CCN(CC)CCn1c(SCC(=O)NCc2ccco2)nc2c(sc3ccccc32)c1=O	7.0	68.9
19	CCOc1ccc(N2C(=O)/C(=C/c3ccc(-c4cc([N+](=O)[O-])ccc4Cl)o3)C(=O)NC2=S)cc1	10.2	.

# Going on with the list.
no.	smiles	HePTP inhibitor	BAP1 inh
26	O=C(Cc1c(F)cccc1Cl)Nc1ccon1	8.4	50.4
27	CC1(C)Oc2ccc(C(=O)NC3CC3)cc2N(CC(=O)N2CCOCC2)C1=O	-2.9	93.2
28	CC1(C)C(=O)Nc2ccccc2N1C(=O)COC(=O)Cn1cnc2ccccc2c1=O	9.9	115.0
29	Cc1c(Cl)c(C(F)(F)F)nn1CC(=O)Nc1ccccc1C(F)(F)F	4.3	.
30	O=C1CCC(=O)N1CN(C(=O)c1ccco1)c1ccccc1	-2.8	105.5
31	COc1ccccc1Cc1noc(COc2ccc3ccccc3c2)n1	6.6	.
32	O=C(COc1ccc(Br)cc1)Nc1ccc(N2CCCCC2)c(Cl)c1	-10.5	.
33	CC1(C)CC(=O)C=C(/C=C/c2ccc(N3N=N3)cc2)C1	-3.2	.
34	CC(C)C(=O)Nc1ccc(Nc2ccccc2)cc1	3.2&-3.6	77.8
35	O=C1CC(NCc2ccc3c(c2)OCO3)C(=O)N1CCc1ccccc1 (stereo unspecified)	7.5	95.8
36	CCc1cccc(C)c1NC(=O)CCC1CCCC1	-1.4	.
37	CC(C)COc1ccc(C(=O)NCc2ccco2)cc1	0.3	.
38	Cc1ccc(C(=O)Nc2ccc3oc(-c4ccc(Cl)cc4)nc3c2)cc1[N+](=O)[O-]	.	66.9
39	CN(C)c1ccc(C2=NOC(CN3C(=O)c4ccccc4S3(=O)=O)C2)cc1 (stereo unspecified)	6.8	95.8
40	C#CC(C)(C)NC(=O)c1ccccc1OC	2.6	82.2
41	COc1ccc(S(=O)(=O)N(C)CC(=O)NC2CCCC2)cc1Cl	7.1	141.0
42	CN1CCCc2cc3c(C(F)(F)F)cc(=O)oc3nc21	5.1	67.3
43	Cc1ccc(OCC(=O)Nc2cc(-c3nn4c(C)nnc4s3)ccc2C)cc1	-3.0	96.0
44	OC(COc1cccc(OCC(O)CN2CCOCC2)c1)CN1CCOCC1 (stereo unspecified)	-0.1	96.6
45	COc1ccc(C2/C(=C(/O)c3ccccc3)C(=O)C(=O)N2Cc2ccccc2)c(OC)c1 (stereo unspecified)	8.6	.
46	CCOCCn1c(CN(C)Cc2ccccc2)nc2c1c(=O)n(C)c(=O)n2C	-6.6	96.3
47	CCCCOc1ccc(C(=O)NCc2ccccc2F)cc1	8.1	.
48	Cc1ccc(N2CCN(/N=C\c3ccccc3C(F)(F)F)CC2)cc1	-6.7	.
49	CC(=O)N1CCN(C(=S)c2ccc(N(C)C)cc2)CC1	6.3	118.9
50	Cc1ccc(-c2csc3nnc(SCC(=O)Nc4nsc(-c5ccccc5)n4)n23)cc1	-11.6	55.1
51	COc1ccc(S(=O)(=O)Nc2ccc3c(c2)OCO3)cc1OC	5.6	105.4
52	Cc1cc(C)nc(NC(=O)CN2C(=O)c3ccccc3C2=O)n1	2.6	98.5
53	CNC(=O)CCC(=O)Nc1ccc(C)cc1C	-13.3	.
54	CSc1nc(-c2ccccc2)nc2[nH]ccc(=O)c12	7.1&-1.5	51.5
55	CN1C(=O)c2ccccc2C(C(=O)NCCCN2CCCC2)C1c1c[nH]c2ccccc12 (stereo unspecified)	3.4	103.6
56	O=C(CSc1n[nH]c(=O)[nH]c1=O)N/N=C/C=C\c1ccccc1	8.2	.
57	Cc1ccc(OCC(O)CN2CCN(Cc3ccc4c(c3)OCO4)CC2)c(C)c1 (stereo unspecified)	1.7	117.4
58	CSCCC(NC(=O)c1cc(CC(C)C)oc1C)C(=O)O (stereo unspecified)	3.4	104.5
59	Oc1ccc(-c2nc3cnccn3c2Nc2ccc3c(c2)OCCO3)cc1	8.4	85.0
60	COc1ccc(OC)c(CN2CCN(C(=O)c3cccs3)CC2)c1	2.0	84.7
61	Nc1c(C(=O)N2CCOCC2)sc(=S)n1-c1ccccc1	12.6	91.1
62	Cc1ccc(N(CC(=O)N(Cc2ccccc2)Cc2ccccc2)S(C)(=O)=O)cc1	6.2	.
63	CC1(C)C(C=C(Cl)Cl)C1C(=O)Nc1ccc(S(N)(=O)=O)cc1 (stereo unspecified)	-14.8	.
64	OCCSc1nncn1/N=C/c1c[nH]c2ccccc12	-0.5&0.3	97.1
65	COc1cc(NC(=O)C2CCCCC2)c2ncccc2c1	4.4	.
66	COc1ccccc1NC(=O)N1CCc2[nH]c3ccc(Cl)cc3c2C1	4.2	97.1
67	CC(=O)OCCNC(=O)/C(=C\c1ccc2c(c1)OCO2)NC(=O)c1ccco1	5.1	.
68	CCOc1cc(/C=N/n2cnnc2)ccc1OCCOc1ccccc1C	-9.4	.
69	Cc1[nH]nc2c1C(CCc1ccccc1)C(C#N)=C(N)O2 (stereo unspecified)	-2.4	74.5
70	O=C(NCc1cccnc1)C1CC(=O)N(c2ccc(Cl)cc2)C1 (stereo unspecified)	-6.1	109.4
71	CC(=O)Cc1nsc(NC(=O)c2ccc(COc3ccccc3)o2)n1	-10.4	65.8
72	Cn1c(NCc2ccco2)nc2c1c(=O)n(Cc1ccc(Cl)cc1Cl)c(=O)n2C	10.9	115.2
73	Cc1cc2ccccc2n1CCNC(=O)C(C)C	-10.3	89.2
74	Cc1cc(C(=O)NCCC2=CCCCC2)c(C)o1	12.7	88.5
75	CN1CCN(CC(=O)N2c3ccccc3Sc3ccccc32)CC1	-8.5	90.8

# (more compounds)
no.	smiles	HePTP inhibitor	BAP1 inh
76	Cn1c(=O)c(=O)n(C)c2cc(S(=O)(=O)NCCc3ccccc3)ccc21	-10.1	91.6
77	COc1ccc(-c2c3c(=O)n(C)c(=O)n(C)c3cn2C2CCCCC2)cc1	5.8	107.2
78	O=C(Nc1ccc2c(c1)OCO2)C1CCN(S(=O)(=O)c2cccs2)CC1	1.5	115.5
79	CS(=O)(=O)N1CCc2cc(C(=O)O)ccc21	-7.0	100.0
80	N#CC1=C2SCN(Cc3ccco3)CN2C(=O)CC1c1c(F)cccc1Cl (stereo unspecified)	3.2	93.7
81	CC(C)(C)NC(=O)C(Cc1ccccc1)NS(=O)(=O)c1ccc2c(c1)CCC(=O)N2 (stereo unspecified)	-6.3	105.6
82	CC(Oc1ccccc1)C(=O)Nc1ccncc1 (stereo unspecified)	-0.2	.
83	O=C(Cn1cc(C(=O)COc2ccccc2)c2ccccc21)NCc1ccco1	-6.8	80.2
84	COc1ccc(/C(O)=C2/C(=O)C(=O)N(CCN(C)C)C2c2ccc(C)cc2)cc1Cl (stereo unspecified)	-7.3	143.9
85	CC1=CS/C(=C(/C#N)C(=O)N2CCCCC2)N1c1ccccc1	6.6	77.8
86	CCOc1ccccc1N(C(=O)CNC(=O)c1ccco1)C(C(=O)NC1CCCC1)c1cccnc1 (stereo unspecified)	-0.3	94.5
87	CCCc1c(C)nc2ccc(OC)cc2c1Cl	-15.6	.
88	O=C(CC(c1ccccc1)c1ccccc1)Nc1ccc2ccccc2c1	5.4	.
89	COc1cc(NC(=O)c2nn3c(C(F)(F)F)cc(-c4ccccc4)nc3c2Br)c(OC)cc1Cl	6.1	.
90	COc1ccc(C(C(=O)NC2CCCC2)N2CCc3ccccc32)cc1 (stereo unspecified)	3.1	82.7
91	CN(C)CCNc1nc(-c2ccco2)c2c(c1C#N)CC(C)(C)OC2	2.7	.
92	COc1ccccc1Oc1ccc(S(=O)(=O)N2CCCC2)cc1	3.7	74.9
93	Cc1ccc(N(Cc2ccc(C(=O)NC(C)c3ccccc3)cc2)S(C)(=O)=O)cc1C (stereo unspecified)	.	79.0
94	CCOc1ccc2ccccc2c1/C=C1/C(=O)NC(=O)N(C)C1=O	10.0	.
95	Cc1cccc(C(=O)Oc2ccc(/C=C3/N=C(c4ccccc4)OC3=O)cc2)c1	-9.6	.
96	O=C(NCc1cccnc1)C1CCN(S(=O)(=O)c2cccnc2)CC1	4.0	113.1
97	Cc1ccc(C2c3c(oc4cc(C)c(C)cc4c3=O)C(=O)N2CCCN2CCOCC2)cc1 (stereo unspecified)	4.6	84.2
98	Cc1ccc(-n2c3c(cc(C(=O)NC4CCSC4=O)c2=O)C(=O)CC(C)(C)C3)cc1 (stereo unspecified)	-1.6	78.1
99	O=C(CSc1nnc(Cc2ccccc2)o1)N1CCCc2ccccc21	4.5	103.8
100	CCOc1ccc(OCC)c(NC(=O)CN2CCC(NC(=O)c3cccc(F)c3)CC2)c1	7.2	.
101	CCOc1ccccc1N1CCN(C(=O)C(C)Oc2cccc(Cl)c2)CC1 (stereo unspecified)	9.2	.
102	CCOC(=O)c1[nH]c2ccc(Br)cc2c1NC(=O)CCN1CCCCC1	2.8	159.9
103	COc1ccc(S(=O)(=O)N2CCN(Cc3ccccc3C)CC2)cc1	6.2	.
104	C=CCSc1nnc2sc3ccccc3n12	-12.1	.

# Random draw from the library (roughly 0.79% active in at least one column).
